From PubChem
Growth percent in the NCI-60 one-dose screen (48 h, 10 µM unless noted): 100 = growth as untreated, 0 = no growth, -100 = all killed.
UACC-62: UACC-62 melanoma; hit rate 5.4% among 81,000
SK-MEL-2: SK-MEL-2 melanoma; hit rate 4.7% among 77,000; AID 1794763
SK-MEL-5: SK-MEL-5 melanoma; hit rate 6.4% among 80,000; AID 1794755
A549/ATCC: A549/ATCC NSCLC; AID 1794740; hit rate 3.7% among 81,000
MALME-3M: MALME-3M melanoma. hit rate 5.8% among 78,000. AID 1794766
EKVX: EKVX NSCLC; hit rate 3% among 71,000
M14: M14 melanoma | hit rate 6.2% among 80,000 | AID 1794745
UACC-257: UACC-257 melanoma. hit rate 4.4% among 78,000. AID 1794764
Numbers without * were called inactive; · = no result given; & = joins results of further samples. Rule for the calls: active = growth percent below 10; inactive = the rest.

SMILES	UACC-62	SK-MEL-2	SK-MEL-5	A549/ATCC	MALME-3M	EKVX	M14	UACC-257
CCCCCCCNC1=C(c2ccccc2)C(=O)C(NCCCCCCC)=C(c2ccccc2)C1=O	103	127	103	98	101	·	102	99
Cc1ccc2c(n1)C[C@H](C#N)CC[C@H]2C	97	113	101	102	102	102	99	103
COc1cnccc1-c1nc2ccc3[nH]ncc3c2c2c1CCCC2	38	81	54	48	74	18	46	88
CCCCCCCCCCC1CC(=O)OC1=O (stereo unspecified)	104	113	101	98	102	·	102	100
C=C(C)[C@@H]1CC[C@]2(C(=O)N[C@@H](Cc3ccccc3)C(=O)OC)CC[C@]3(C)[C@H](CC[C@@H]4[C@@]5(C)CCC(=O)C(C)(C)[C@@H]5CC[C@]43C)[C@@H]12	57	76	95	79	102	85	88	104
COc1cc2c(cc1OC)[N+]([O-])=C(c1ccccc1)C2=O	93	106	95	91	95	·	93	86
Cc1cccc(N2C(=O)c3ccccc3C2=O)c1	103	112	107	102	109	105	107	121
CN(NC(=O)C(=O)NCc1ccco1)C(=O)NC1CCCCC1	106	122	100	100	93	·	102	98
N#Cc1ccc(OC(=O)Nc2ccc(Cl)c(Cl)c2)cc1	66	·	82	47	73	·	77	86
Fc1ccc2c(c1)c(-c1nc(-c3c[nH]c4ncccc34)cs1)cn2CCCN1CCOCC1	69	60	44	43	59	56	35	83
COC(=O)CCc1ccc(NP(=O)(N2CC2)N2CC2)cc1	75	95	95	87	102	109	100	98
[N-]=[N+]=NCC(=O)Nc1ccc2c(ccn2Cc2ccccc2)c1	89	116	93	104	103	102	117	93
CCCCCCCNC(=O)CCCNc1ncnc2c1ncn2-c1cccc(C(C)O)c1 (stereo unspecified)	90	105	86	94	85	76	89	121
CCOC(=O)C(C)NCc1ccccc1 (stereo unspecified)	105	109	97	118	107	107	97	110
CCCCC(CC)COP(=O)(O)O (stereo unspecified)	99&102	105&86	116&97	103&92	124&102	110	114&100	101&92

Of the compounds above, these have a carbonyl joined to an NH by a bond outside any ring:
SMILES	UACC-62	SK-MEL-2	SK-MEL-5	A549/ATCC	MALME-3M	EKVX	M14	UACC-257
C=C(C)[C@@H]1CC[C@]2(C(=O)N[C@@H](Cc3ccccc3)C(=O)OC)CC[C@]3(C)[C@H](CC[C@@H]4[C@@]5(C)CCC(=O)C(C)(C)[C@@H]5CC[C@]43C)[C@@H]12	57	76	95	79	102	85	88	104
CN(NC(=O)C(=O)NCc1ccco1)C(=O)NC1CCCCC1	106	122	100	100	93	·	102	98
N#Cc1ccc(OC(=O)Nc2ccc(Cl)c(Cl)c2)cc1	66	·	82	47	73	·	77	86
[N-]=[N+]=NCC(=O)Nc1ccc2c(ccn2Cc2ccccc2)c1	89	116	93	104	103	102	117	93
CCCCCCCNC(=O)CCCNc1ncnc2c1ncn2-c1cccc(C(C)O)c1 (stereo unspecified)	90	105	86	94	85	76	89	121

Full records as entered above. Order of screens: UACC-62	SK-MEL-2	SK-MEL-5	A549/ATCC	MALME-3M	EKVX	M14	UACC-257
`COc1cc2c(cc1OC)[N+]([O-])=C(c1ccccc1)C2=O` is entered as 93	106	95	91	95	·	93	86
`CN(NC(=O)C(=O)NCc1ccco1)C(=O)NC1CCCCC1` is entered as 106	122	100	100	93	·	102	98
`C=C(C)[C@@H]1CC[C@]2(C(=O)N[C@@H](Cc3ccccc3)C(=O)OC)CC[C@]3(C)[C@H](CC[C@@H]4[C@@]5(C)CCC(=O)C(C)(C)[C@@H]5CC[C@]43C)[C@@H]12` is entered as 57	76	95	79	102	85	88	104
`[N-]=[N+]=NCC(=O)Nc1ccc2c(ccn2Cc2ccccc2)c1` is entered as 89	116	93	104	103	102	117	93
`Fc1ccc2c(c1)c(-c1nc(-c3c[nH]c4ncccc34)cs1)cn2CCCN1CCOCC1` is entered as 69	60	44	43	59	56	35	83

(list continues)
SMILES	UACC-62	SK-MEL-2	SK-MEL-5	A549/ATCC	MALME-3M	EKVX	M14	UACC-257
CCCCCCCCn1c2ccccc2c2c3c(c4c5cc(OC)ccc5oc4c21)C(=O)NC3=O	99	102	101	94	107	96	100	92
COc1nc2ccccc2cc1/C=N/O	80	94	101	90	133	89	98	82
CC1(C)C=C2[C@H]3CC[C@@H]4[C@@]5(C)C/C(=C/c6cccnc6)C(=O)C(C)(C)[C@@H]5CC[C@@]4(C)[C@]3(C)CC[C@@]2(CCl)CC1	87	98	94	91	104	99	107	91
CC(=O)Nc1ccc(Cl)cc1-c1ccccc1	64	97	·	61	103	78	81	95
CCC(C)[C@H]1O[C@]2(CC[C@@H]1C)C[C@@H]1C[C@@H](C/C=C(\C)[C@@H](OC3C[C@H](OC)C(O[C@H]4C[C@H](OC)[C@@H](O)[C@H](C)O4)[C@H](C)O3)[C@@H](C)/C=C/C=C3\CO[C@@H]4[C@H](O)C(C)=C[C@@H](C(=O)O1)[C@]34O)O2 (stereo partly specified)	18	-9.3*	-85*	21	0.8*	4.7*	-73*	47
O=C(CCCl)c1ccc(O)cc1	97	105	95	91	101	112	103	96
O=C1/C=C/[C@@H](O)[C@@H]2C[C@@H](O)C[C@H]2/C=C/CCC[C@H]([C@H](O)CO)O1	100	108	103	104	100	100	96	100
N/N=C(\CCNc1ccc(S(N)(=O)=O)cc1)c1ccc2ccccc2c1	98	101	97	107	102	97	111	104
O=c1c2c3c(sc2n2c(-c4cc(-c5ccccc5)no4)nnc2n1Cc1ccccc1)CCCC3	81	119	105	50	122	80	111	110
O=C(O)c1cc(O)c2c(c1)[C@@H]([C@H]1c3cc(C(=O)O)cc(O)c3C(=O)c3c(O[C@H]4O[C@H](CO)[C@@H](O)[C@H](O)[C@H]4O)cccc31)c1cccc(O[C@H]3O[C@H](CO)[C@@H](O)[C@H](O)[C@H]3O)c1C2=O	97	108	·	83	77	101	96	97
C/C=C(\C)C(C#N)(CCCC)C(=O)OCC (stereo unspecified)	102	·	102	98	107	·	113	99
O=C(OCC1OC(F)C(OC(=O)c2ccccc2)C1OC(=O)c1ccccc1)c1ccccc1 (stereo unspecified)	100	103	113	102	98	97	109	102
Cn1cnc([N+](=O)[O-])c1Sc1ncnc2nc[nH]c12	36&20	75&58	78	107&82	94&75	109&83	21&30	98&73
CC1Cn2c(nnc2-c2ccccc2O)S1 (stereo unspecified)	109	112	108	105	·	105	108	106
N#CCCN(NC(=O)OCc1ccccc1)C(=O)OCc1ccccc1	101	106	108	106	105	92	103	107
OC1(CCCc2ccccc2)CCNCC1	107	109	97	97	101	104	104	104
COc1ccc(-c2nc(-c3ccccc3)c(-c3ccccc3)n2CCc2ccc(S(N)(=O)=O)cc2)cc1	93	105	98	103	100	100	97	102
Nc1ccc(-c2ccncc2)cc1NC(=O)N1Cc2ccccc2C1	56	88	91	76	104	76	88	60
O=C(CCC1CCCCC1)OCCBr	102	107	90	106	101	107	105	100
CCCC1CC(C(=O)NC(C(C)Cl)C2OC(SC)C(O)C(O)C2O)N(C)C1 (stereo unspecified)	88	107	102	91	87	118	103	102
COC(=O)[C@]1(C(C)C)N[C@H](c2cn(-c3ccccc3)nc2-c2ccccc2)[C@@H]2C(=O)N(c3ccc(Cl)cc3)C(=O)[C@@H]21	101	87	101	101	107	102	88	107
CC1=C(C(=O)Nc2ccc(Cl)cc2)C2(C(=O)Nc3ccccc32)N(C)C(=O)N1 (stereo unspecified)	98	123	102	105	90	·	98	119
O=C(CC1C(=O)c2ccccc2C1=C1C(=O)c2ccccc2C1=O)c1ccccc1 (stereo unspecified)	89	109	100	104	87	97	93	99
CCOC(=O)c1c2c(c(-c3ccc(OC)cc3)n1Cc1ccccc1OC)CCCc1cnoc1-2	71	81	96	67	94	81	91	95
CCOC(=O)c1ccc2c(c1)c1c(C)c3cccnc3c(C)c1n2C	49	96	70	68	69	·	53	115
c1ccc(CSC(SCc2ccccc2)c2cccc3ccccc23)cc1	73	76	94	85	87	88	95	96
NS(=O)(=O)c1ccc(C(=O)N/N=C(\CS(=O)(=O)c2ccccc2)c2cc3ccccc3o2)cc1	97	111	93	93	100	100	109	99
CC1=CC2NCc3c(oc(-c4ccccc4)c3C(=O)c3ccccc3)C2C=C1 (stereo unspecified)	85	·	101	87	105	97	93	95
COc1ccc(-c2cnoc2-c2ccc(OC)cc2O)cc1	29	·	16	41	41	83	15	57
COC(=O)/C=C1\S/C(=N\NS(=O)(=O)c2ccc(C)cc2)N(c2ccccc2)C1=O	95	107	100	99	110	100	107	99
Cc1ccc(S(=O)(=O)Nn2c(C)ccc(-c3nc4ccccc4s3)c2=O)cc1	89	100	98	105	91	95	101	104
CCCCC(O)C(F)(Cl)Cl (stereo unspecified)	105	119	103	109	91	·	102	135
Cc1nn(-c2ccc(Cl)cc2)c2nc3c(nc12)C(=O)CC(C)(C)C3	82	100	92	87	101	84	105	99
O=C1c2c(c3c4cccc(F)c4[nH]c3c3ccc4ccccc4c23)C(=O)N1O	27	52	9.7*	66	77	64	38	68
O=C(/C=C/c1ccco1)Nc1ncc(Cc2ccc(F)cc2)s1	17	49	26	24	59	29	17	45
Cc1ccc(C)c(C(=O)C2CC2)c1	104	121	106	105	106	·	108	104
FC(F)(F)c1cccc(-c2cn3ccnc3c(-c3ccc4ncn(C5CCCCC5)c4c3)n2)c1	96	102	96	95	·	95	107	111
Cc1nn(-c2ccccc2)c(N2CCCCC2)c1/C=N/Nc1nc(-c2ccc(Cl)c(Cl)c2)cs1	70	105	93	94	93	82	93	103
CCOCC(=O)C(C#N)c1ccc(Cl)c(Cl)c1 (stereo unspecified)	95	115	96	101	106	·	113	92
CN(C)c1ccc(/C=N/NC(=O)Cn2nc(-c3ccccc3)ccc2=O)cc1	106	100	100	104	98	100	108	110
CCOC(=O)CSCc1nc(N)nc(Nc2ccccc2F)n1	97	103	100	107	96	96	110	111
COc1ccc(S(=O)(=O)NCCCNc2cc(-c3cn(-c4ccccc4)nc3-c3ccccc3)ccn2)cc1	68	100	38	56	69	50	61	·
Cc1[nH]c(=O)[nH]c(=O)c1CCSSCCc1c(C)[nH]c(=O)[nH]c1=O	104	102	103	103	115	·	95	·
O=C1C(C2=CCCCC2)CCCC1C1=CCCCC1 (stereo unspecified)	92	·	101	103	103	·	99	103
O=C(O)/C=C\C(=O)Nc1ccc(-c2ccccc2)cc1	90	·	103	104	119	106	96	96
CC(C)(C)OC(=O)N1CC=CCN(OCc2ccccc2)S1(=O)=O	101	·	102	87	112	87	105	97
O=S(=O)(O)c1cccc2ccc(O)cc12	105	106	99	108	98	110	102	106
O=C(NNC(=S)Nc1cccc(C(F)(F)F)c1)c1ccncc1	101	100	98	103	93	113	130	105
O=C1[O][Bi][O]c2ccccc21	98	118	109	100	87	90	107	102
Cc1ccccc1C1=NN(C(=O)Cc2ccccc2)C(c2c[nH]c3ccccc23)C1 (stereo unspecified)	85	88	93	92	87	·	92	100
Oc1ccccc1N=Cc1ccccc1	99	82	65	98	96	·	88	94
O=[N+]([O-])c1cc(Br)cc(-c2c(Br)cc([N+](=O)[O-])cc2Br)c1	84	92	87	68	111	81	92	74
CCOC(=O)C1(Cc2ccccc2)CCCCCC1=O (stereo unspecified)	99	113	115	110	115	98	104	116
COc1cc(CNC(=O)c2ccc(Br)cc2)ccc1O	90	102	99	99	98	90	100	100
CCOC(=O)[C@H](CCc1ccccc1)N[C@@H](C)C(=O)N1CCC[C@H]1C(=O)O	92	124	96	110	96	104	107	112
Cc1ccc(S(=O)(=O)CC(=O)O)cc1	89	104	97	88	100	95	97	89
Cc1ccnc(NS(=O)(=O)c2ccc(N)cc2)n1	83	107&125	107&104	102&97	103&104	101&102	99&114	91
C=CC(=O)Nc1ccc(Oc2nccc(Nc3nnc(-c4ccc(Br)cc4)s3)n2)cc1	90	96	94	100	117	103	106	105
CCCCCCCCCCCCCCCCCC(=O)NNCCO	80	100	96	101	96	101	93	103
Cn1c2c(c3cccc(Cl)c31)C(C#N)C1(CCOCC1)NC2=O (stereo unspecified)	71	94	84	97	170	83	93	108
(more compounds)
SMILES	UACC-62	SK-MEL-2	SK-MEL-5	A549/ATCC	MALME-3M	EKVX	M14	UACC-257
c1coc(-c2nc(N3CCOCC3)nc3cc(-c4cccs4)nn23)c1	83	112	92	98	107	106	94	109
CN(C)c1ccc(C2CC(n3nnnc3-c3ccccc3)=NN2)cc1 (stereo unspecified)	101	100	104	113	93	102	106	116
N#CC1=C(N)Oc2c(ccc3ccccc23)C1c1ccc([N+](=O)[O-])cc1 (stereo unspecified)	66	86	86	73	84	77	68	95
CCn1ncc2c(NNC(=O)Cc3ccc(Br)cc3)ncnc21	98	93	97	84	101	103	99	86
COc1ccc2[nH]cc(/C=C(\C#N)C(=O)N3c4ccccc4Sc4ccc(SC)cc43)c2c1	89	94	70	66	85	71	64	92
O=C(Cn1c2ccccc2c2ccncc21)N/N=C/c1c[nH]c2ccccc12	21	95	4.8*	25	44	91	68	88
O=C(O)CCc1ccccc1	114	·	111	104	117	109	105	112
COc1ccc(/C=C/c2nc3ccccc3n3c(=S)[nH]nc23)cc1	67	105	67	80	112	72	92	117
COc1ccc(CSc2nnc(SCC(=O)Nc3ccc(Cl)cc3)s2)cc1	18	124	·	62	121	·	40	99
Cc1cc2ccccc2c[n+]1CCCc1ccccc1	88	81	31	50	·	34	84	69
CCCCCCC1(C(OC)OC)NC(=O)N(C)C1=O (stereo unspecified)	96	117	105	101	112	101	104	102
O=C(O)CCCCCNC(=O)c1ccccc1	102	93	104	98	106	96	·	96
CCOC(=O)C1=CCC(n2cc(F)c(=O)[nH]c2=O)O1 (stereo unspecified)	108	103	104	102	112	118	98	100
Cc1ccccc1NC(=O)c1sc2nc3c(cc2c1N)C(=O)CCC3	37	59	19	38	66	88	42	61

Three compounds out of the list, ordered by SMILES length, rising:
SMILES	UACC-62	SK-MEL-2	SK-MEL-5	A549/ATCC	MALME-3M	EKVX	M14	UACC-257
O=C(O)/C=C\C(=O)Nc1ccc(-c2ccccc2)cc1	90	·	103	104	119	106	96	96
[N-]=[N+]=NCC(=O)Nc1ccc2c(ccn2Cc2ccccc2)c1	89	116	93	104	103	102	117	93
O=C(CC1C(=O)c2ccccc2C1=C1C(=O)c2ccccc2C1=O)c1ccccc1 (stereo unspecified)	89	109	100	104	87	97	93	99
